High-throughput results as filed in PubChem BioAssay.
Vif-A3G inh = qHTS for Inhibitors of Vif-A3G Interactions: qHTS; DNA dC->dU-editing enzyme APOBEC-3G (Homo sapiens), Q9HC16; Potency, µM (series often up to 46.1 µM), for the others: at the top dose activity, negative = active, most hits filed as inhibitors; HeLa A3G-eYFP + Vif (tagged APOBEC3G with the HIV-1 protein that degrades it), YFP fluorescence, overnight; 410,000 tested, 0.076% active; AID 602310, 2012;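 further: on the % scale 0 is the no-effect control and ±100 the full control effect; nearly all actives have a fitted effect of over 60% in size; hits raise eYFP signal because A3G escapes Vif-driven loss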
Target sequence (Q9HC16 whole entry, looked up): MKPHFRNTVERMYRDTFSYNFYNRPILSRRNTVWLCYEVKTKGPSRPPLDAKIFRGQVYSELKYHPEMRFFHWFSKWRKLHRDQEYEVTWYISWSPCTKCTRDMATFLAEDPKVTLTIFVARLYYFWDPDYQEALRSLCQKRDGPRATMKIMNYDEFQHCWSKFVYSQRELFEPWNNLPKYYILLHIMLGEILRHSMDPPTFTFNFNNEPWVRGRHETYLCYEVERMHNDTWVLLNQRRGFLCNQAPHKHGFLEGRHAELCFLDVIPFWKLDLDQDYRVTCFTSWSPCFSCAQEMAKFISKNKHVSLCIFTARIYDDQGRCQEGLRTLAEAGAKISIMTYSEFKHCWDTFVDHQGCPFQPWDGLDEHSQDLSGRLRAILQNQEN
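Read-out is eYFP fluorescence (Ex 488/Em 500-530) from Vif-expressing HeLa A3G-eYFP cells; more signal means A3G escaped Vif-mediated degradation. Cells plated overnight, compound pinned in, incubated overnight at 37 deg C.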
GRP78 ERSR act = qHTS for Inducers of the Endoplasmic Reticulum Stress Response (ERSR) in Human Glioma: qHTS. U87-MG GRP78 promoter luciferase reporter, 16 h. Potency, µM, without a hit: top-dose activation, actives largely listed as activators. 420,000 tested, 0.02% active; further: series mostly up to about 76 µM; % of control where 0% means no effect; nearly all actives have a fitted effect of over 35% in size
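Stably transfected U87-MG human glioma cells carrying a GRP78-based luminescent sensor were seeded at 1000 cells/well, pin-dosed with compounds and incubated 16 h. Luciferase reagent was then added, and end-point luminescence was read after 10 min at room temperature.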
Vif-APOBEC3F blk = qHTS for Inhibitors of Vif-A3F Interactions: qHTS | Potency, µM (top dose mostly 46.1 µM), for the others: at the top dose activity, negative = active | AID 602313, 2012 | 390,000 tested, 0.2% active | HeLa A3F-eYFP + Vif (tagged APOBEC3F with the HIV-1 protein that degrades it), YFP fluorescence increase; further: % of control where 0% means no effect; nearly all actives have a fitted effect of over 65% in size
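Fluorescence increase (Ex 488/Em 500-530) after overnight compound treatment at 37 deg C flags inhibition of Vif-driven A3F-eYFP loss in stable HeLa A3F-eYFP/Vif cells seeded overnight beforehand.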
* = called active by the depositor; u = inconclusive; & = joins results of further samples. The call rests on the fitted dose curve; in most records, active means well fitted curve in the direction sought with a large enough effect; inconclusive means small, poorly fitted or top-dose-only effect, or another doubt; inactive means no such curve, though single readings can be large; an effect the other way counts as inactive or inconclusive. Potency means the concentration at half of the fitted maximal effect. Not all compounds are listed; the hit share may differ from the screen's.

SMILES	Vif-A3G inh	GRP78 ERSR act	Vif-APOBEC3F blk
C=CCNC(=O)c1cccc2c1C(=O)c1ccc(N3CCOCC3)cc1S2(=O)=O	0.7%	-5.5%	6.6%
Oc1ccccc1-c1ccn[nH]1	1.1%	4.9%	2.3%
CCOC(=O)C1=C(C)c2ccccc2OC1(C(=O)OCC)C(C)C (stereo unspecified)	-1.7%	-1.9%&-0.4%	-0.7%
O=C1CC2(CCCCCC2)Oc2ccc(Cl)cc21	0.3%	-4.4%	2.3%
C[C@@]12C(=O)Nc3cc(Cl)ccc3C(=O)N1[C@H]1c3cc(Cl)ccc3OC[C@@H]1[C@@H]2c1ccccc1	-21.7%	-1.9%	-8.5%
CC1=CC(=O)[C@@H](O)[C@@H](c2ccccc2Br)N1C	-1.8%	-1.8%	10.0%
CNC(C)C#Cc1ccc2c(=O)c3cc(C)c(C)cc3oc2c1 (stereo unspecified)	-8.2%	-9.7%	1.8%
Nc1ccccc1C#Cc1cnccn1	-2.0%	-2.1%	-1.5%
O=c1ccn([C@@H]2O[C@H](CNCc3ccc(-c4cc(C(F)(F)F)ccc4Cl)o3)[C@@H](O)[C@H]2O)c(=O)[nH]1	1.5%	-4.9%	7.9%
COCCN1C(=O)N[C@@H](CCc2ccccc2)[C@@H](C(=O)OC)[C@H]1C	2.6%	-3.2%	3.3%
O=C(N/N=C/c1ccccc1)c1ccc(N2CCCC2=O)cc1	-4.2%	2.1%	1.2%
C[C@H]1CN([C@@H](C)CO)C(=O)c2cccc(NC(=O)Nc3ccc(C(F)(F)F)cc3)c2O[C@@H]1CN(C)S(=O)(=O)c1ccc(Cl)cc1	-5.8%	-3.2%	2.6%
Cc1ccc(S(=O)(=O)N2C[C@@H]3[C@H]4CC[C@H](C4)[C@@H]3[C@@H](C)[C@@H]2c2cn(Cc3ccccc3)c3ccc(F)cc23)cc1	0.2%	-1.0%	7.8%
COCCCNC(=O)C[C@H]1C[C@H](C(=O)N2CCOCC2)[C@@]2(CCC3CCCC3)c3[nH]c4ccc(Cl)cc4c3CCN2C1=O	-4.3%	2.1%	-1.1%
COc1ccc(-c2noc(CCC(=O)N3CCN(c4cccc(C)c4)CC3)n2)cc1	1.7%	-2.4%	5.0%
CCOC(=O)C1C(C(=O)OC)=C(c2ccc(F)cc2)c2ccccc2N1S(=O)(=O)C(F)(F)F (stereo unspecified)	0.0%	-0.1%&-6.1%	-2.2%
COc1ccc2[nH]c3c(c2c1)CCNC3=O	3.2%	1.2%	6.7%
O=C(C[C@H]1C/C=C/CC[C@H](Cc2ccc(F)cc2)C(=O)O[C@H](c2ccccc2)CNC1=O)NCCO	-8.0%	-1.6%	10.0%
C=CC1=C2C=C(C3CC3)N(C3CC3)C=C2C(=O)C(C)(OC(=O)c2ccco2)C1=O (stereo unspecified)	-0.8%	-7.3%	3.4%
CCCCN1CC(COCc2ccccc2)Oc2cccc(Oc3ccc(OC)cc3)c2S1(=O)=O (stereo unspecified)	5.4%	-0.7%	6.4%
O=C(C[C@H]1C/C=C\C[C@H](NC(=O)OCC2c3ccccc3-c3ccccc32)C(=O)OC[C@H]2CCCN2C1=O)NCCO	-10.0%	-4.5%	-9.7%
C#CCN1C=C(C(=O)OCC)C(C)N(Cc2ccccc2I)S1(=O)=O (stereo unspecified)	u	-0.2%	-2.7%
CC[C@]12c3[nH]c4ccccc4c3CCN1C(=O)C(CC(=O)NC(C)(C)C)C[C@@H]2C(=O)N1CCN(C(=O)C2CC2)CC1 (stereo partly specified)	-2.4%	0.7%	-0.2%
C[C@H](CO)N1C[C@H](C)[C@@H](CN(C)S(=O)(=O)c2cccs2)Oc2c(NS(=O)(=O)c3ccccc3)cccc2C1=O	-9.8%	-4.2%	-0.3%
CC[C@@]1(C(=O)OC)N[C@H](CN(C)C(=O)c2ccc(C)cc2)[C@@H]2C(=O)N(Cc3ccccc3)C(=O)[C@@H]21	-2.0%	-2.9%	3.4%

The last four entries of the part before lead into the next:
SMILES	Vif-A3G inh	GRP78 ERSR act	Vif-APOBEC3F blk
C#CCN1C=C(C(=O)OCC)C(C)N(Cc2ccccc2I)S1(=O)=O (stereo unspecified)	u	-0.2%	-2.7%
CC[C@]12c3[nH]c4ccccc4c3CCN1C(=O)C(CC(=O)NC(C)(C)C)C[C@@H]2C(=O)N1CCN(C(=O)C2CC2)CC1 (stereo partly specified)	-2.4%	0.7%	-0.2%
C[C@H](CO)N1C[C@H](C)[C@@H](CN(C)S(=O)(=O)c2cccs2)Oc2c(NS(=O)(=O)c3ccccc3)cccc2C1=O	-9.8%	-4.2%	-0.3%
CC[C@@]1(C(=O)OC)N[C@H](CN(C)C(=O)c2ccc(C)cc2)[C@@H]2C(=O)N(Cc3ccccc3)C(=O)[C@@H]21	-2.0%	-2.9%	3.4%
CC(=O)c1cccc(-c2ccc(CN3C(CC(C)C)C(=O)N(Cc4cn(CC5CCCCC5)nn4)CCS3(=O)=O)cc2)c1 (stereo unspecified)	1.2%	-1.7%	-3.7%
C=CC[C@@H](CC(=O)N[C@@H](CO)Cc1ccccc1)C(=O)N[C@@H](COC(=O)[C@H](CC=C)CC(=O)OC(C)(C)C)Cc1c[nH]c2ccccc12	-4.5%	2.8%	-0.3%
CCN(C[C@H]1N[C@@](CC)(C(=O)OC)[C@H]2C(=O)N(Cc3ccccc3)C(=O)[C@@H]12)C(=O)Nc1ccc(Cl)cc1	-1.1%	-1.0%	5.3%
Cc1ccccc1C1CC(=O)Oc2cc(O)ccc21 (stereo unspecified)	-6.1%	-2.2%&-2.4%	u
CN1C[C@@H]2[C@@H]3C(=O)N(C)C(=O)[C@@H]3[C@](C)(C1=O)N2C(=O)c1ccc(F)cc1	-0.4%	-0.8%	4.8%
C=CC(=O)Nc1cccc(Oc2ccnc(Nc3ccc(N4CCN(C)CC4)cc3)n2)c1	-16.9%	-3.0%	6.0%
O=C1C(Cc2ccccc2)Nc2ncnc(N3CCCCC3)c2N1Cc1ccc(Br)cc1 (stereo unspecified)	-12.3%&-16.0%	-0.7%&-2.3%	-1.0%
O=C(O)C1=C[C@@H](C2CC2)C[C@@H](OCCCCO)O1	0.5%	-1.7%	-0.2%
OCCOCCn1c(C(CO)Nc2nc(-c3ccccc3Br)cs2)nc2ccccc21 (stereo unspecified)	-3.8%	-6.3%	2.1%
CN(Cc1ccccc1)C(=O)c1cccc(NC(=O)Cc2ccc(NC(=O)C3CCN(C(=O)c4ccccc4)CC3)cc2)c1	0.1%	-1.6%	-4.2%
O=C1N[C@@H](c2ccccc2)COC(=O)[C@H](Cc2ccc(F)cc2)CC/C=C/C[C@H]1CC(=O)N(CCO)Cc1ccccc1	-5.8%	-1.7%	2.8%
N#Cc1ccc(C23OCCN2CCn2c3c3ccccc3[n+]2[O-])cc1 (stereo unspecified)	-21.5%	-6.9%	u
CC(=O)O[C@H]1[C@H](O)[C@H](Oc2c(O)c(C)c3c4c2[C@@H](C)CC[C@@H]4[C@@H](C)C[C@H]3C=C(C)C)O[C@@H](C)[C@H]1O	-1.3%	-9.7%	5.0%
CCOC(=O)C[C@H]1c2cc(F)ccc2S(=O)(=O)N1C(C)(C)C	0.3%&2.1%	-2.2%&-3.2%	5.4%
OCCNc1nc(Nc2cc(Cl)ccc2OC2CCCC2)nc(N2CCCC2)n1	-7.9%	-2.0%	6.3%
CC(C)N(C(=O)[C@H]1C[C@H](CC(=O)NCC23CC4CC(CC(C4)C2)C3)C(=O)N2CCc3c([nH]c4cc(-c5ccco5)ccc34)[C@]12C)C(C)C	-0.1%	-0.2%	-2.8%
Clc1ccc(-c2cnnc(-c3ccccn3)n2)cc1	-0.5%	0.4%	-7.0%
COc1cc2c(cc1OC)[C@@H](NC(=O)COc1ccccc1)[C@H](OCc1ccccc1)C2	-1.6%	-3.7%	7.1%
O=C(c1ccc(C(F)(F)F)cc1)N1CCC(=O)N(C(CO)Cc2ccccc2)CC1 (stereo unspecified)	0.3%	-3.0%	0.0%
O=C(NCCNCCO)C1(C(F)(F)F)C/C(=C\Cc2ccccc2)CCCO1 (stereo unspecified)	-1.0%&2.5%	-2.5%&-5.7%	-0.4%
COc1ccc(C(=O)/C=C/c2ccc(O)cc2)c2c1CC(O)C(C)(C)O2 (stereo unspecified)	-9.6%	-3.6%	-0.1%
O=c1oc(-c2ccc(O)c(O)c2)cc2cccc(O)c12	-24.5%	7.6%	-5.3%
C[C@H]1CN([C@@H](C)CO)C(=O)c2cccc(NC(=O)c3nc4ccccc4s3)c2O[C@H]1CN(C)C(=O)Nc1ccc(F)cc1	-21.6%	-4.8%	-0.2%
COc1cc(OC)cc(-c2cc3cc(F)ccc3cn2)c1	-8.3%	3.8%	-1.2%
O=C(Cc1ccc2ccccc2c1)NC(Cc1ccccc1)C(=O)O (stereo unspecified)	-2.9%	1.6%	1.7%
(cont.)
SMILES	Vif-A3G inh	GRP78 ERSR act	Vif-APOBEC3F blk
O=C(Nc1cc(-c2ccccc2)nn1-c1c(Cl)cccc1Cl)c1ccc(F)cc1	-9.1%	-0.8%	-0.4%
COc1cc(OC)c2c(-c3cccc(-c4ccc(N(C)C)cc4)c3)cc(=O)oc2c1	u	-5.4%&-6.6%	-7.0%
COc1ccc(S(=O)(=O)N(C)C[C@H]2Oc3c(NC(=O)Nc4c(C)noc4C)cccc3C(=O)N([C@H](C)CO)C[C@@H]2C)cc1	2.5%	2.3%	2.3%
C#CCOCCOCCOCCNc1nc(N2CCN(C(=O)[C@H](CCCN=C(N)N)n3cc(C(N)[C@@H](C)CC)nn3)CC2)nc(N2CCN(C(=O)[C@H](CO)n3cc([C@@H](N)C(C)C)nn3)CC2)n1 (stereo partly specified)	-3.3%	-0.6%	0.2%
CCOC(=O)c1ccc(NC(=O)c2c(N)n(Cc3ccccc3)c(=O)[nH]c2=O)cc1	-0.6%	-0.9%	-7.7%
CC(C)N(C(=O)[C@H]1C[C@H](CC(=O)NCCN2CCOCC2)C(=O)N2CCc3c([nH]c4cc(-c5ccco5)ccc34)[C@]12C)C(C)C	-3.2%	7.3%	5.0%
COC(=O)[C@]1(C)N[C@H](CN(C)C(=O)Nc2ccc(OC)cc2)[C@@H]2C(=O)N(C)C(=O)[C@@H]21	5.6%	-1.1%	-1.1%
C=CCN1C=C2C(=O)C(C)(OC(=O)c3cnc4ccccc4n3)C(=O)C=C2C=C1/C=C/COC (stereo unspecified)	u	-5.1%	0.2%
CC(C)(C)[C@H]1C=C(C(=O)NCc2ccccc2)O[C@@H](OCCCCO)C1	-2.1%	-1.7%	-0.8%
COc1ccc(-c2noc(CCCCC(=O)N3CCN(c4cc(C)ccc4C)CC3)n2)cc1	4.8%	-6.5%	7.9%
CC(C)(C)[C@@H]1COC(=O)[C@H](Cc2ccc(F)cc2)C/C=C\C[C@H](CC(=O)N(CCO)Cc2ccccc2)C(=O)N1	-1.7%	0.5%	4.5%
C=CC[C@H](CC(=O)NCCO)C(=O)N[C@H](COC(=O)[C@@H](CC=C)CC(=O)OC(C)(C)C)Cc1c[nH]c2ccccc12	0.3%	0.9%	-3.5%
C=C1CCN([C@@H](Cc2ccccc2)C(=O)NCc2ccc(Cl)cc2)S(=O)(=O)c2ccccc21	-10.8%	-0.1%	-3.7%
CC(C)(C)OC(=O)C[C@H]1C/C=C\C[C@H](CC(=O)NCCO)C(=O)N[C@@H](Cc2ccccc2)COC1=O	3.5%	-1.7%	-5.5%
C#CCOCCOCCOCCNc1nc(N2CCOCC2)nc(N2CCN(C(=O)[C@H](CCCCN)n3cc(CCC(=O)O)nn3)CC2)n1	0.6%	-2.8%	-1.2%
CN1C[C@@H]2[C@@H]3C(=O)N(Cc4ccccc4)C(=O)[C@@H]3[C@](C)(C1=O)N2C(=O)c1ccc(C(C)(C)C)cc1	0.0%	-0.3%	2.9%
COc1ccc(-c2csc(NC(C)c3nc4cc(C(F)(F)F)ccc4n3CCOCCO)n2)cc1 (stereo unspecified)	-0.3%	-4.9%	-1.7%
O=C(N[C@H]1C/C=C\C[C@@H](CC(=O)N(CCO)Cc2ccccc2)C(=O)N2CCC[C@H]2COC1=O)OCC1c2ccccc2-c2ccccc21	-2.6%	-2.4%	-0.3%
O=Cc1ccc(F)c([B-](F)(F)F)c1	-1.3%	-1.8%	4.3%
OCC1OC(n2cnc3c(NCCc4ccccc4)ncnc32)C(O)C1O (stereo unspecified)	-0.8%	-1.7%	0.0%
CC(=O)C[C@H]1c2cc(C(F)(F)F)ccc2S(=O)(=O)N1C1CCCC1	0.0%&0.0%	-3.3%&-0.9%	5.6%
COc1ccc(CNC(=O)C[C@H]2C[C@H](C(=O)N3CCCCC3)[C@@]3(C)c4[nH]c5ccc(Cl)cc5c4CCN3C2=O)cc1OC	-0.1%	2.9%	1.1%
C[C@H](CO)N1C[C@H](C)[C@@H](CN(C)S(=O)(=O)c2ccccc2)Oc2c(NC(=O)Nc3ccc(C(F)(F)F)cc3)cccc2C1=O	-21.7%	-0.6%	1.8%
